PfHsp90 set2: growth inhibition of yeast expressing Plasmodium Hsp90; S. cerevisiae expressing PfHsp90, BacTiter-Glo ATP, 48 h; yeast lacking PDR1 and PDR3 efflux regulators; inhibition, % at 9.4 µM; 310,000 tested, 0.32% active; AID 504621;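 active means every replicate shows inhibition above about 80%, whatever the replicate mean, limit read from the data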;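 further: 0% = DMSO neutral controls and 100% = 20 µM radicicol positive controls; yeast relying on Plasmodium falciparum Hsp90 in place of its own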
Pemphigus Ab inh: blocks pemphigus antibody binding to human desmoglein-3; 310,000 tested, 0.48% active; DSG3-coupled beads, scFv-anti-DSG3-GFP binding, flow cytometry; stronger effect = lower value; AID 588358; binding (percent of control), % at 10 µM; P32926;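 active means binding more than 3 SD below its plate's average and above zero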;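 further: hits lower antibody fragment binding to DSG3; some compounds called inactive have numbers as strong as hits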
PKA-R1A activ: PKA-R1A complex activation | P00514+P68181 | PKA-R1A dissociation, Cy5-IP20 fluorescence polarization; scaled: DMSO 0%, 113 µM cGMP 100% | activation, % at 11.4 µM | 340,000 tested, 0.083% active | AID 504707;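 active means percent activation above the mean of all tested compounds plus 3 SD, cut at about 19% in these data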;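 further: higher means more PKAc released from R1A so a rise in polarization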
Ecoli viability: bacterial growth inhibition, counter-screen for AddAB inhibitors | E. coli V3065 growth, OD600 absorbance, 18 h | inhibition, % at 11.9 µM | 330,000 tested, 0.27% active | AID 449728;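 active means inhibition above the campaign's mean inhibition across all tested compounds plus 3 SD, cut at about 9.9% in these data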;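 further: uninfected addAB+ strain grown without phage in ampicillin broth; 0% = DMSO wells and 100% = ciprofloxacin 0.95 µg/ml wells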
phage Ecoli inh: E. coli growth loss with phage present. growth absorbance. inhibition, % at 11.9 µM. 360,000 tested, 0.26% active. AID 651602; in the data active means inhibition above about 11%
HTR5A inv ctr: inverse agonist of human HTR5A in OPRM1-OPRD1 counter-screen; P47898; HTR5A cell line, luminescence, inverse agonism; inhibition, % at 9.3 µM; 340,000 tested, 0.083% active; AID 504634; in the data active means inhibition mostly above about 23%, no sharp cut-off; inactive means mostly below about 18%;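 further: 0% = cells with DMSO and 100% = no-cell wells with DMSO; some compounds called inactive have numbers as strong as hits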
MOR-DOR ag: agonists of human mu-delta opioid receptor heterodimerization; 340,000 tested, 0.3% active; activation, % at 9.3 µM; cells, OPRM1-OPRD1 heterodimerization, luminescence; P35372+P41143; in the data active means activation above about 18%;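 further: 0% = vehicle-treated cells and 100% = reference agonist; values of inactives mirror those of a sister screen read the other way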
Target sequence (P35372 whole entry, looked up): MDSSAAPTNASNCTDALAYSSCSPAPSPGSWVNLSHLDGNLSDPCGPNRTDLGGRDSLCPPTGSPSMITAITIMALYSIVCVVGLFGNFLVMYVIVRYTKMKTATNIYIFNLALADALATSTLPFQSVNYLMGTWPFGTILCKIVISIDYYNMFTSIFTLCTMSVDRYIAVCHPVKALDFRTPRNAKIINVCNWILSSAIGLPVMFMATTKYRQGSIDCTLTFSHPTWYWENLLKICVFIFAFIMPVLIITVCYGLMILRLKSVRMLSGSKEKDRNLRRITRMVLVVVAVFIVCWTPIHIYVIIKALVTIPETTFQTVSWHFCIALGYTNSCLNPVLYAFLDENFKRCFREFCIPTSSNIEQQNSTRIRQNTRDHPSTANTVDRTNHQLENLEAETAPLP
Target sequence (P41143 whole entry, looked up): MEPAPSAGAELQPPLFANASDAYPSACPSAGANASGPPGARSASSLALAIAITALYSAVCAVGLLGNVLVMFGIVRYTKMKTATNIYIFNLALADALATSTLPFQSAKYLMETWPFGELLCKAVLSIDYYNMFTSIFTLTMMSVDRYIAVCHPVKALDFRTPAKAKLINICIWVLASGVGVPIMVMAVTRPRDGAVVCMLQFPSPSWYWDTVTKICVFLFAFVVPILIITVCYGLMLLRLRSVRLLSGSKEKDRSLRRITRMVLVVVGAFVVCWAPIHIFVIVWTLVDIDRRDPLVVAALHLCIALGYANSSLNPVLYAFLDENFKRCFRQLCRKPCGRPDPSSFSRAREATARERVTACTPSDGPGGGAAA
SUMO Mot1 rescue: blocks SUMOylation pathway, rescuing yeast Mot1-301 growth. 320,000 tested, 1% active. growth rescue, % at 18.8 µM. S. cerevisiae Mot1-301 growth rescue, ATP luminescence, 38.5C; percent above DMSO median, 100 means doubled;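 active means every valid replicate shows activation above 250% relative to neutral control wells; inactive means the rest, any valid replicate at or below 250%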;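 further: OY570 slx delta 5 strain wells were the positive control but not used for scaling; some compounds called inactive have numbers as strong as hits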
AddAB inh: less growth of phage-infected E. coli with AddAB. AID 435030. E. coli expressing H. pylori AddAB, absorbance growth. inhibition, % at 11.9 µM. 330,000 tested, 0.29% active; in the data active means inhibition above about 12%;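 further: 0% = vehicle wells of infected cells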
HTR5A ag: HTR5A agonism, opioid heterodimer counter-screen. HTR5A agonist assay, luminescence, cell-based. 340,000 tested, 0.61% active. activation, % at 9.3 µM; in the data active means activation mostly above about 9.5%, no sharp cut-off; inactive means mostly below about 7.6%;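 further: 0% = cells with vehicle only and 100% = reference agonist; strong numbers were not always called active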
MOR-DOR inv ag: inverse agonist of human OPRM1-OPRD1 heterodimerization | 340,000 tested, 0.21% active | cell-based MOR-DOR heterodimer luminescence, inverse agonism | inhibition, % at 9.3 µM | P35372+P41143; in the data active means inhibition above about 22%, passing the limit was not always enough;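 further: 0% = cells with DMSO and 100% = wells without cells with DMSO; values of inactives mirror those of a sister screen read the other way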
* marks the source's active call; other numbers are inactive results; . = no result given; & = joins results of further samples.

smiles	PfHsp90 set2	Pemphigus Ab inh	PKA-R1A activ	Ecoli viability	phage Ecoli inh	HTR5A inv ctr	MOR-DOR ag	SUMO Mot1 rescue	AddAB inh	HTR5A ag	MOR-DOR inv ag
CC(C)(C)c1ccc(C(=O)N2CCN(CCNC(=O)C(=O)NCc3ccc(Cl)cc3)CC2)cc1	-13	96*	-4	-0.5	.	-24	1.9	-2	-0.3	0	-10
CC(C)(C)c1ccc(-c2cn(-c3ccc(Br)cc3)c3[n+]2CCCS3)cc1	-11	108	-4	.	6.2	11	2.5	.	.	-1	-18
COC(=O)c1sc(NC(=S)NC(=O)c2cccc(Br)c2)nc1C	29	108	-4	-2.7	2.3	8	-2.8	-1	0.3	-2	14
CN(C)c1nc(OCCNC(=O)Nc2ccc(Cl)cc2)nc(N(C)C)n1	5	101	-12	-1.5	3.4	2	0.7	-20	-1.5	-1	-3
CS(=O)(=O)NNC(=O)c1sccc1OCc1ncc(C(F)(F)F)cc1Cl	12	122	7	2.3	2.0	-7	-1.6	6	5.4	8	8
CCn1cc(/C=N\NC(=O)c2csc3ccccc23)c(C)n1	14	99	6	-0.3	4.1	-16	-2.6	-10	0.8	-1	15
CCOc1ccc(CC(=O)OCn2nnc3ccccc3c2=O)cc1	4	.	-6	-0.5	2.7	-16	-0.7	331	-0.9	2	4
CN(C)CCNC(=O)COc1cccc2c1OC(C)(C)C2	9	104	0	-0.7	0.3	-10	-1.0	-7	1.9	4	5
CN(C)CCNC(=O)C(=O)NCC1OCCN1S(=O)(=O)c1ccc2c(c1)OCCO2 (stereo unspecified)	14	98	-7	-0.3	3.8	-10	-1.7	-1	-0.9	3	9
O=C(Nc1cc(Cl)ccc1-n1cncn1)c1ccc(Br)o1	.	100	-3	-0.7	-1.6	22	-1.6	0	0.0	-8	10
O=C(c1cnn2c(-c3ccccc3)cc(-c3ccccc3)nc12)N1CCN(Cc2ccccc2)CC1	-51	107	-4	-2.0	3.7	-10	-0.5	1	-0.8	3	2
COc1ccc2[nH]c3c4c(ccc3c2c1)C(=O)C=CC4=O	7	97	5	.	2.1	22	7.4	.	.	-6	-33
CC1CCCN(CCCNC(=O)c2nn(C)c3c2CS(=O)(=O)c2ccccc2-3)C1 (stereo unspecified)	1	100	0	2.5	0.2	6	0.3	7	4.4	-2	-1
CSc1nc(SCC(=O)NCc2ccco2)c2c3c(sc2n1)COC(C)(C)C3	.	106	0	-1.2	-1.2	-18	0.1	373	1.1	3	-1
Clc1cccc(-c2nc(NCCN3CCOCC3)c3ccccc3n2)c1	-4	102	-1	-1.6	1.4	18	0.4	15	-0.4	-2	-2
O=C(c1cc(COc2c(F)cccc2F)on1)N1CCc2ccccc2C1	-37	91	15	1.1	2.4	-27	0.0	22	1.4	-2	0
COCCn1c(SCc2ccc(F)cc2)nc2ccccc2c1=O	-29	95	-21	1.8	2.0	6	1.9	11	0.3	1	-10
C=CCc1cccc(/C=N/NC(=O)CNc2ccccc2OC)c1O	-18	96	-3	7.9	14*	-6	7.2	-26	13*	2	-52
Cc1cc(N=Cc2c(O)n(-c3cccc(C(F)(F)F)c3)c(=O)c3ccccc23)no1	11	94	-1	-1.4	2.4	-8	-0.7	1	2.3	2	4
c1csc(-n2nc3ccccc3n2)c1	-9	.	-3	0.2	2.9	11	-0.6	7	3.1	0	3
CC(Oc1ccc(F)cc1)C(=O)Nc1cc(Cl)ccc1-n1cncn1 (stereo unspecified)	13	97	-10	2.1	1.4	9	0.9	23	-2.2	0	-4
COc1ccc(CCNC(=O)c2cc(C3CC3)nc3c2cnn3C(C)C)cc1OC	-7	106	-3	-0.2	0.2	-7	-0.8	2	0.9	3	3
COc1cc(OC)c2c(C)cc(=O)oc2c1C(CCN1CCOCC1)c1ccc(N(C)C)cc1 (stereo unspecified)	.	108	-1	-3.2	1.4	-16	-2.3	-20	2.7	3	13
CCOC(=O)C1CCCN(S(=O)(=O)c2ccc(OC)cc2)C1 (stereo unspecified)	4	99	-1	-0.8	1.9	19	-0.3	-3	0.0	2	2
COc1ccc(-c2csc3ncnc(N4CCN(c5cccc(C)c5C)CC4)c23)cc1	-19	103	5	1.5	2.3	-7	-7.4	86	-1.8	1	40*
CCOC(=O)CSc1cc(C)c(C#N)c2nc3ccccc3n12	14	97	2	2.3	2.9	3	1.1	-17	5.5	-1	-5
CN(C(=O)c1cccc(NC(=O)Cc2ccc(NC(=O)C3CCN(S(=O)(=O)c4cccc([N+](=O)[O-])c4)CC3)cc2)c1)C1CCC1	-13	95	-4	.	1.7	9	6.2	.	.	-3	-29
Cc1cc(F)ccc1S(=O)(=O)N1CCCOC1CNC(=O)C(=O)NCc1ccncc1 (stereo unspecified)	-5	101	1	3.0	1.7	-11	-2.0	2	1.2	2	11
COc1cc(C(=O)Nc2nncs2)cc(OC)c1OC	-5	.	3	-2.4	1.4	1	-0.5	232	-0.1	0	3
O=c1[nH]cnc2c([N+](=O)[O-])cccc12	17	110	3	3.0	2.8	5	-1.3	15	3.2	-3	8
CCOC(=O)CN(C(=O)CSc1nnc(-c2ccncc2)n1CCCOC)c1ccccc1	7	111	1	-2.5	2.9	-12	-2.6	-5	-1.4	1	14
Cc1cccc(-n2ncc3c(=O)[nH]c(SCC(=O)Nc4cc(C)on4)nc32)c1	9	95	12	-1.1	2.2	9	-0.4	11	-0.3	-2	2
CCc1ccc(CCC(=O)Nc2ccc(C)c(C)c2)o1	-8	100	-10	-0.1	6.1	-8	0.8	27	0.3	8	-4
N#CNC(=Nc1ccc(F)cc1)SCc1ccccc1	1	98	1	-2.3	3.1	-4	1.3	-21	-1.2	-4	-9
COc1ccc(N2CCN(C(=O)c3c(-c4ccccc4)noc3C)CC2)cc1	16	111	-1	-2.0	2.6	-8	-1.0	-14	2.3	3	5
CCc1ccc(OCC(O)CN2CCN(c3ccccc3)CC2)cc1 (stereo unspecified)	-44&-16	98&91	-13&3	1.4	1.6&0.5	-11&6	13&5.3	189	1.6	3&-2	-65&-30
COc1ccc(-c2c[n+](CC(=O)N3c4ccccc4Sc4ccccc43)c3n2CCC3)cc1	-1	111	4	-1.3	1.6	-11	-1.7	-45	1.5	-1	9
CN(CC(=O)NCc1ccccc1)S(=O)(=O)c1cnc[nH]1	15	125	-7	-0.9	3.6	3	0.6	-15	1.6	1	-4
COc1ccc(NC(=O)CNC(c2ccccc2)c2ccccc2)cc1	-35	122	1	-0.4	-4.6	10	-1.3	-3	-0.6	-3	6
CC(C)(C)C(=O)Nc1ncc(C(F)(F)F)cc1Cl	.	.	-2	0.8	3.1	-22	-2.0	-4	3.5	2	11
C/C=C(\C)c1nnc(NC(=O)OCC)s1	-17	100	-3	-1.9	1.9	12	-1.6	7	-0.8	2	9
COc1ccc(C(=O)OCC(=O)NC2CC2)cc1[N+](=O)[O-]	-13	98	-1	-0.8	3.7	10	-0.1	19	0.2	2	1
COC(=O)CN1C(=O)C(C)(C)Oc2ccc(C(=O)NC3CC3)cc21	.	114	4	-1.2	2.8	2	2.9	166	0.7	-1	-14
COc1cccc(OC)c1-c1nn2c(-c3ccco3)nnc2s1	10	102	2	-0.7	0.0	7	-1.5	-15	2.4	0	7
Cc1nn(C(C)C(=O)NCC2CCCO2)c(=O)c2cc3occc3n12 (stereo unspecified)	-9	108	4	0.7	3.0	-16	-2.7	-15	0.8	0	15
c1ccc2sc(C3CCN(Cc4nnnn4Cc4ccc5c(c4)OCO5)CC3)nc2c1	.	.	3	-1.3	2.3	-16	0.0	-5	2.3	6	0
O=C(CSc1nnc(C2CCCCC2)n1Cc1ccccc1)NCc1ccco1	-9	.	-6	-0.6	1.3	1	0.4	3	-0.5	-3	-3
CC(C)n1cc(CN2CCCC(CNS(=O)(=O)c3cccc4cccnc34)C2)cn1 (stereo unspecified)	14	100	6	-1.0	3.2	5	-0.8	26	3.4	3	5
NC(=O)NC(=O)CSc1cccc(C(F)(F)F)c1	21	123	-5	-1.5	-0.2	-22	-0.4	4	-0.7	-6	3
CCOc1ccc(Cn2nnc(C(=O)NCc3ccccc3)c2N)cc1	-12	108	-5	0.9	4.1	8	-0.6	-9	3.2	-3	3

Continued.
smiles	PfHsp90 set2	Pemphigus Ab inh	PKA-R1A activ	Ecoli viability	phage Ecoli inh	HTR5A inv ctr	MOR-DOR ag	SUMO Mot1 rescue	AddAB inh	HTR5A ag	MOR-DOR inv ag
O=C(NCc1cccnc1)c1ccccc1-c1ccccc1	11	106	-7	1.9	3.7	-28	-1.7	2	2.9	10	9
Oc1ccccc1CNCC12CC3CC(CC(C3)C1)C2	4	103	0	0.4	2.7	-12	1.4	395	0.2	3	-6
NS(=O)(=O)c1ccc(CCNC(=O)c2ccc(Cl)c(S(=O)(=O)NCc3ccco3)c2)cc1	-2	115	-2	-1.5	1.8	-30	-2.2	9	0.7	7	12
CCCCC(=O)Nc1ccc(NC(=O)c2ccc3c(c2)OCO3)cc1OC	-12	95	2	1.3	1.7	16	-1.1	27	6.1	-2	5
CSC1=N/C(=C\c2ccc(Cl)cc2)C(=O)N1N(C)C	12	94	6	0.5	0.8	-1	4.1	-2	2.3	0	-21
CN(Cc1ccccn1)Cc1nc(-c2ccc(Cl)cc2)no1	0	99	-6	0.7	-0.1	-7	2.4	-16	0.7	2	-13
Cc1cccc(NC(=O)C2CC(=O)N(Cc3ccccc3)C2)n1 (stereo unspecified)	.	104	-1	-2.9	-3.3	-21	-2.2	20	-0.7	-5	12
CCOC(=O)c1csc(NC(=O)CSc2nnnn2-c2ccc(OC)c(OC)c2)n1	-1	98	-14	-0.1	2.1	-4	-0.5	35	-0.2	1	3
O=C1N(Cc2cccnc2)C[C@@H]2C[C@@H](c3cccc(C(F)(F)F)c3)N3CCC[C@@]123	6	107	7	-0.4	0.9	3	-2.5	-9	-0.3	-1	13
O=c1oc(CCCO)cc2ccccc12	2	96	-4	1.2	1.5	-15	-2.5	5	1.1	0	12
O=C(NCc1ccc(F)cc1)Nc1cccc([N+](=O)[O-])c1	-56	99	-5	1.4	4.7	3	0.9	82	3.7	-1	-4
COC(=O)c1ccc(N2CCOCC2)c(NC(=O)c2ccco2)c1	16	.	10	2.9	0.2	13	-1.9	-26	0.9	-3	11
c1ccc(C2CC(c3ccccc3)n3c(nc4ccccc43)N2)cc1 (stereo unspecified)	-8	102	-1	-2.8	1.7	-7	-0.9	-26	-1.7	2	6
